Screens as filed in PubChem.
DAX1 inh-1: blocks DAX1 repression of SF-1 activated StAR promoter; HEK293T StAR-luciferase reporter, SF-1/DAX-1 repression relief; inhibition, % at 6.8 µM; 370,000 tested, 1.1% active; AID 652010;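 active means inhibition above the mean over all tested compounds plus 3 SD, cut at about 3.6% in these data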;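 further: 0% = DAX-1 cells with DMSO and 100% = cells lacking DAX-1 with DMSO; higher inhibition means more luminescence from relief of DAX-1 repression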
PG9 binder: binds the HIV-1 gp120 antibody PG9; TR-FRET gp120-PG9 antibody binding; 360,000 tested, 0.43% active; AID 624416; inhibition, % at 6.7 µM; in the data active means inhibition above about 8.5%
ADAM10 inh: inhibits human ADAM10; O14672; recombinant ADAM10, EDANS/DABCYL FRET peptide cleavage, 3 h; inhibition, % at 7 µM; 370,000 tested, 0.62% active; AID 720582;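 active means inhibition above a per-campaign cutoff equal to the mean of compounds falling between control-based bounds plus 3 SD, cut at about 20% in these data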;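 further: 0% = DMSO wells while the 100% control is not disclosed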
ADAM17 inh: inhibitors of human ADAM17; P78536; recombinant ADAM17, EDANS/DABCYL FRET peptide cleavage; inhibition, % at 6.95 µM; 370,000 tested, 0.83% active; AID 720648;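 active means inhibition above the mean of compounds lying between control limits plus 3 SD, set per campaign, cut at about 8.5% in these data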;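 further: 0% = DMSO-only wells as the low control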
GAA850 FXN act: increases GAA850 frataxin promoter reporter activity. HEK293 lucGAA850 FXN promoter luciferase reporter, 24 h; percent of 10 µM SAHA response. activation, % at 6 µM. 360,000 tested, 0.56% active. AID 540364;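 active means activation above the average of all compounds screened plus 3 SD, cutoff fixed separately per campaign, cut at about 7.5% in these data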;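 further: 0% = DMSO wells and 100% = 10 µM SAHA wells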
SMARCA2 activ: activators of SMARCA2 function | MG213 cells, MMTV-luciferase reporter, dexamethasone, overnight | activation, % at 9.1 µM | 370,000 tested, 1% active; in the data active means activation above about 7.8%;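 further: 0% = vehicle wells and 100% = reference activator wells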
hgDAF12 agonist: agonists of H. glycines DAF-12 nuclear receptor; 370,000 tested, 1.8% active; activation, % at 6.8 µM; AID 687014; HEK293 GAL4-hgDAF12 UAS-luciferase reporter, agonist luminescence; normalized to butyrate control;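 active means activation above a cutoff set at the mean of all screened compounds plus 3 SD, cut at about 10% in these data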;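 further: 0% = DMSO wells and 100% = sodium butyrate wells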
hcDAF-12 act: activates DAF-12 receptor from parasite H. contortus | 370,000 tested, 1.4% active | activation, % at 6.8 µM | HEK293 hcDAF-12 lit1-tk-luc reporter, luminescence; 0% DMSO, 100% Δ7-dafachronic acid;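 active means activation above the mean of all tested compounds plus 3 SD, cut at about 5.5% in these data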;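 further: 100% = response to 3 µM Δ7-dafachronic acid high control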
ssDAF-12 act: S. stercoralis DAF-12 activation, primary screen; HEK293 ssDAF-12/GRIP1 lit1-tk-luc reporter, luminescence; % of 3 µM dafachronic acid response; activation, % at 6.8 µM; 370,000 tested, 1% active; AID 652126;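 active means activation above the mean over all tested compounds plus 3 SD, cut at about 0.9% in these data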;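 further: 0% = DMSO-only wells and 100% = 3 µM delta7-dafachronic acid wells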
DAX1 inh-2: NR0B1 (DAX1) inhibition. P51843. HEK293 Gal4-DAX1 luciferase reporter, luminescence. inhibition, % at 6.75 µM. 340,000 tested, 0.99% active. AID 504766;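 active means inhibition above the mean over all tested compounds plus 3 SD, cut at about 4.2% in these data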;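 further: 0% = DAX1-transfected cells with DMSO and 100% = empty-vector control cells with DMSO; inhibition shows as a rise in luminescence from relieved DAX1 repression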
NPR1 activator: GC-A (human) enzyme activation; activation, % at 10 µM; P16066; AID 1671463; HEK293 GC-A cells, cGMP TR-FRET, EC30 ANP; 0% at EC30 ANP, 100% saturating ANP; 370,000 tested, 0.14% active; in the data active means activation above about 40%
Target sequence (P16066 whole entry, looked up): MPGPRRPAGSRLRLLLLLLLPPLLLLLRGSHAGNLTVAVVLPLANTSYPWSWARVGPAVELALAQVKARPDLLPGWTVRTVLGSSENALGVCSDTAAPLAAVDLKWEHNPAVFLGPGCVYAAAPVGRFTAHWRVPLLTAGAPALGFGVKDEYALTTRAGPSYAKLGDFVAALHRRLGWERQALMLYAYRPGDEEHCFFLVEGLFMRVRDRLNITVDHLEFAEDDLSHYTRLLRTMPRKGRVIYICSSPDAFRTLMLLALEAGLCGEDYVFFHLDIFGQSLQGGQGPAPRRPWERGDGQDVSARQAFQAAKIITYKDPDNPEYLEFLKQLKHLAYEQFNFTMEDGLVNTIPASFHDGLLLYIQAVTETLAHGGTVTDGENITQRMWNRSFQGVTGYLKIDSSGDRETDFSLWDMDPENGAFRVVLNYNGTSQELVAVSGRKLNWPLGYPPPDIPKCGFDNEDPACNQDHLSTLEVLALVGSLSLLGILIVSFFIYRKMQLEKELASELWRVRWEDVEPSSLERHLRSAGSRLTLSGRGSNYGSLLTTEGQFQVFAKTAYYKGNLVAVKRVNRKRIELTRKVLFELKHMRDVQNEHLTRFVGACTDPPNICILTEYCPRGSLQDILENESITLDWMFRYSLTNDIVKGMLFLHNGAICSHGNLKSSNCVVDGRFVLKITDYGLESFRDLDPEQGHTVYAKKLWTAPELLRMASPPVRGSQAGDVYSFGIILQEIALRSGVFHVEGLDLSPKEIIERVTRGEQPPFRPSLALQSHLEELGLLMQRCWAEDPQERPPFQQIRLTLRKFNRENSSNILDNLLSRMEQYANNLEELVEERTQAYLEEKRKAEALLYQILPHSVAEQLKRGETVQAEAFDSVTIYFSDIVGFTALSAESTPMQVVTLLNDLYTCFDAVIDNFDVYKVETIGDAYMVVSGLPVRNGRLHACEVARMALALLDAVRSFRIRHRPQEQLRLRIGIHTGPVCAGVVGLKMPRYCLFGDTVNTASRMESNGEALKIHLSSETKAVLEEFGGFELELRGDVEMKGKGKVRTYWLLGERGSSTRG
Numbers without * were called inactive; . = not tested or not shown.

no.	Compound	DAX1 inh-1	PG9 binder	ADAM10 inh	ADAM17 inh	GAA850 FXN act	SMARCA2 activ
1	Cc1ccccc1-n1c(O)c(/C=C/C=Nc2ccccc2)c(=O)[nH]c1=O	0.3	-2.6	-16	-4	0.0	-2
2	c1cc(-c2ccc3nncn3c2)ccc1CN1CCOCC1	-1.4	1.0	-24	-9	-1.1	-4
3	NS(=O)(=O)c1cccc(NC(=O)c2cccc(S(=O)(=O)N3CCCCCC3)c2)c1	-0.8	-0.8	-3	0	0.7	-4
4	COc1cc(C=O)ccc1OCCOCCOc1cc(C)ccc1Cl	-1.1	-0.5	14	1	1.1	2
5	Cc1cc2c(cc1S(=O)(=O)NCc1ccc(N(C)C)cc1)OCC(=O)N2	0.7	-2.3	-8	-5	0.2	-2
6	COc1ccc(C2N=C(c3ccccc3)C(C)(C)N2O)cc1 (stereo not given)	-1.0	0.4	-3	-2	-2.3	0
7	O=C(O)c1cc(-c2ccc(Cl)cc2)n(-c2cccc(Cl)c2)n1	-0.3	0.4	3	-1	0.8	-1
8	O=[N+]([O-])c1ccc2c(c1)c(-c1ccccc1)nc1nncn12	1.0	0.2	3	-4	3.5	-2
9	O=C(Nn1cnnc1)c1ccc(Cl)cc1[N+](=O)[O-]	0.4	0.0	2	1	0.8	0
10	O=S(=O)(c1ccccc1)N(CC1CO1)c1cc(Cl)ccc1Cl (stereo not given)	-0.3	-0.6	-4	-2	0.0	-4
11	Cc1cc(C(=O)N/N=C/c2ccc(Cl)c([N+](=O)[O-])c2)c(C)n1-c1ccc(F)cc1	-0.7	-0.9	9	0	9.1*	-2
12	CCOC(=O)[C@@]12CCCC=C1N(CCc1ccc(Cl)cc1)C(=O)[C@H]2CC(=O)N1CCC(c2ccccc2)CC1	-0.5	.	10	7	.	-1

no.	hgDAF12 agonist	hcDAF-12 act	ssDAF-12 act	DAX1 inh-2	NPR1 activator
1	0.1	2.5	-0.7	-0.2	-1
2	-1.3	-0.7	-0.7	.	-3
3	-0.8	-1.7	-1.0	-0.3	-4
4	0.2	-1.2	-1.0	0.5	0
5	-1.1	0.5	-1.2	0.5	5
6	-2.0	-3.0	-1.3	-0.9	0
7	-1.1	4.5	-1.2	0.0	-5
8	-2.1	-1.1	-1.7	-1.1	7
9	-2.0	-0.1	-0.8	1.5	2
10	-1.8	-2.9	-1.3	0.4	-3
11	-0.9	-1.1	-1.4	1.4	-4
12	0.0	-2.5	-1.1	.	-3

Record cards (already shown):
`Cc1ccccc1-n1c(O)c(/C=C/C=Nc2ccccc2)c(=O)[nH]c1=O` reads DAX1 inh-1 = 0.3; PG9 binder = -2.6; ADAM10 inh = -16; ADAM17 inh = -4; GAA850 FXN act = 0.0; SMARCA2 activ = -2; hgDAF12 agonist = 0.1; hcDAF-12 act = 2.5; ssDAF-12 act = -0.7; DAX1 inh-2 = -0.2; NPR1 activator = -1
`CCOC(=O)[C@@]12CCCC=C1N(CCc1ccc(Cl)cc1)C(=O)[C@H]2CC(=O)N1CCC(c2ccccc2)CC1` reads DAX1 inh-1 = -0.5; PG9 binder = .; ADAM10 inh = 10; ADAM17 inh = 7; GAA850 FXN act = .; SMARCA2 activ = -1; hgDAF12 agonist = 0.0; hcDAF-12 act = -2.5; ssDAF-12 act = -1.1; DAX1 inh-2 = .; NPR1 activator = -3
`O=C(Nn1cnnc1)c1ccc(Cl)cc1[N+](=O)[O-]` reads DAX1 inh-1 = 0.4; PG9 binder = 0.0; ADAM10 inh = 2; ADAM17 inh = 1; GAA850 FXN act = 0.8; SMARCA2 activ = 0; hgDAF12 agonist = -2.0; hcDAF-12 act = -0.1; ssDAF-12 act = -0.8; DAX1 inh-2 = 1.5; NPR1 activator = 2

New compounds follow:
no.	Compound	DAX1 inh-1	PG9 binder	ADAM10 inh	ADAM17 inh	GAA850 FXN act	SMARCA2 activ
13	CCCc1nc2ccc(NC(C)=O)cc2c(=O)n1Cc1ccccc1Cl	0.1	0.3	-23	-7	2.6	0
14	COc1ccccc1CCNC(=O)CSc1ccc(-c2ccco2)nn1	1.1	-0.4	-2	-3	1.6	-1
15	CSc1n[nH]c(NCc2ccc(Cl)cc2)n1	1.5	-0.6	-1	-2	-0.4	0
16	c1coc(-c2nnc(SCc3cn4ccccc4n3)o2)c1	0.0	1.1	-2	-3	2.7	1
17	CCN1CCC[C@H]1CNC(=O)c1c(OC)ccc(Br)c1OC	0.8	-0.2	-17	-2	1.0	-2
18	O=C(c1cc(-c2cccs2)on1)N1CCc2ccccc2C1	-0.1	-1.4	2	-2	0.1	-1
19	CN(C)c1cccc2c1c(NC(=O)Nc1ccccc1)nn2C	-0.9	-4.5	-27	-16	-0.1	-7
20	Cc1ccc(C(=O)OCC(=O)NCCc2ccc(F)cc2)cc1S(=O)(=O)N1CCOCC1	0.1	-0.7	-5	-2	0.1	4
21	CCOC(=O)C1=C(C)NC(C)=C(C(=O)OCC)C1c1ccc(C)o1	0.0	-0.1	-14	-12	0.0	0
22	CC(=O)OC(C(=O)NC1CCCCC1)c1cccc(F)c1 (stereo not given)	0.2	-1.1	-5	-1	-0.8	-1
23	Cc1cc(C)n2nc(C(=O)OCC(=O)c3ccccc3)nc2n1	-0.4	0.2	-16	-5	0.2	-3
24	Cc1ccccc1NC(=S)N1CCCN(Cc2ccc(F)cc2)C1	0.4	-0.5	-7	-6	1.5	-3

no.	hgDAF12 agonist	hcDAF-12 act	ssDAF-12 act	DAX1 inh-2	NPR1 activator
13	3.8	-0.9	-1.3	-1.6	2
14	2.3	-0.2	-1.6	-1.0	-6
15	1.8	-1.0	-1.2	0.7	-2
16	4.1	0.0	-1.7	0.0	0
17	-2.6	-0.5	-1.2	0.3	3
18	3.6	-1.7	-1.4	1.1	-4
19	-1.2	-0.7	-1.0	4.3*	-3
20	1.8	-0.1	0.0	0.8	-3
21	-1.6	-0.6	-1.8	0.5	-18
22	2.3	-0.5	-1.7	-1.6	3
23	1.4	-2.1	-1.2	0.5	2
24	1.9	-1.7	-1.6	-0.3	3

Next results
no.	Compound	DAX1 inh-1	PG9 binder	ADAM10 inh	ADAM17 inh	GAA850 FXN act	SMARCA2 activ
25	CCCCc1c(-c2ccccc2OC)ncn1Cc1c(F)cccc1F	0.6	-0.9	-5	-4	.	-8
26	Cc1c(Cl)c([N+](=O)[O-])nn1Cc1ccc(C(=O)N/N=C\c2cc(Cl)ccc2O)o1	0.1	-2.5	2	1	-7.0	1
27	CCCn1c(=O)c(C(=O)NNC(=O)c2ccccc2[N+](=O)[O-])c(O)c2ccccc21	-0.1	1.1	0	-2	-0.6	3
28	C=CCSC1=Nc2sccc2C2=NC(=O)CN12	0.1	-0.8	-13	-1	4.8	1
29	Cc1cc(C)c(S(=O)(=O)NCc2nc3nc(C)cc(C)n3n2)c(C)c1	0.0	-1.9	-6	-3	-0.9	-1
30	Cc1cccc2sc(NNC(=O)c3ccc(S(=O)(=O)N4CC(C)CC(C)C4)cc3)nc12 (stereo not given)	-5.2	-2.3	5	8	-3.5	-5
31	Cc1ccc(C(=O)NCC(=O)OCC(=O)c2ccc3c(c2)OCCO3)cc1C	0.1	0.7	-6	-6	0.4	-6
32	O=C(Nc1ccc(O)cc1)c1cccc(Oc2ccc([N+](=O)[O-])cc2)c1	-0.7	-2.6	8	4	2.4	-2
33	CSc1ccc(CN2CCC(CO)(Cc3ccc(Cl)cc3)CC2)cc1	-1.7	2.4	13	1	-2.0	1
34	COc1ccc(/C=C2\SC(=S)N(CCCC(=O)NNC(=O)c3ccccc3O)C2=O)cc1	-0.7	1.3	-1	0	-12	-5
35	CCCOC(=O)c1[nH]c2c(c1C)C(=O)CC(c1cccs1)C2 (stereo not given)	1.1	-1.1	-4	-2	0.9	-1
36	O=C(CN1CC(c2ccccc2)CC1=O)Nc1ccc2c(c1)OCO2 (stereo not given)	0.2	-1.3	-9	-3	-1.6	0

no.	hgDAF12 agonist	hcDAF-12 act	ssDAF-12 act	DAX1 inh-2	NPR1 activator
25	0.6	-0.2	-0.7	.	-9
26	0.2	-1.2	-1.5	-2.5	6
27	1.9	1.1	-0.5	2.2	0
28	2.0	1.5	-0.3	-0.6	7
29	2.2	1.0	-1.5	1.3	-2
30	-11	-0.8	-1.4	-2.0	0
31	-0.5	0.6	-1.2	0.2	2
32	-1.2	-0.2	-0.5	-0.6	4
33	-2.2	-2.2	-0.9	-3.2	-9
34	-9.1	-2.1	-2.0	-2.1	1
35	-5.0	-0.5	-0.3	1.3	-2
36	-0.3	-1.0	-1.2	-0.4	2

The final three compounds of the part before come first, to join the parts.
no.	Compound	DAX1 inh-1	PG9 binder	ADAM10 inh	ADAM17 inh	GAA850 FXN act	SMARCA2 activ
34	COc1ccc(/C=C2\SC(=S)N(CCCC(=O)NNC(=O)c3ccccc3O)C2=O)cc1	-0.7	1.3	-1	0	-12	-5
35	CCCOC(=O)c1[nH]c2c(c1C)C(=O)CC(c1cccs1)C2 (stereo not given)	1.1	-1.1	-4	-2	0.9	-1
36	O=C(CN1CC(c2ccccc2)CC1=O)Nc1ccc2c(c1)OCO2 (stereo not given)	0.2	-1.3	-9	-3	-1.6	0
37	Cc1ccc(S(=O)(=O)N(C)C)cc1NC(=O)COC(=O)CNC(=O)C12CC3CC(CC(C3)C1)C2	-0.5	1.6	-4	-5	0.8	-3
38	CCCCn1c(N)c(N(CCOC)C(=O)c2c(-c3ccccc3)noc2C)c(=O)[nH]c1=O	0.0	-0.6	-12	-3	0.6	-2
39	CCOC(=O)c1oc2c(CN3CCN(C)CC3)c(O)ccc2c(=O)c1-c1ccc(Br)cc1	-0.4	-1.1	-3	1	1.1	-1
40	COc1ccc(C(=O)Nc2ccc3c(c2)n(C)c(=O)n3C)cc1OC	0.2	0.5	1	-1	2.1	-2

no.	hgDAF12 agonist	hcDAF-12 act	ssDAF-12 act	DAX1 inh-2	NPR1 activator
34	-9.1	-2.1	-2.0	-2.1	1
35	-5.0	-0.5	-0.3	1.3	-2
36	-0.3	-1.0	-1.2	-0.4	2
37	0.8	-0.1	-0.2	0.7	3
38	4.3	-1.4	-0.5	0.2	6
39	-2.9	1.7	-1.1	0.8	4
40	0.5	-1.1	-1.1	1.8	-2
